MBNL1-CUG inh: MBNL1-poly(CUG) RNA binding inhibition; Potency, µM (titrated, usually from 57.5 µM), inactives show at the highest dose activity change, negative = inhibition, usual class: inhibitors; TR-FRET MBNL1-His/biotin-(CUG)12 binding, 665/545 ratio; Q9NR56; actives 0.036% (n = 280,000); active = well fitted inhibition curve with a large enough effect in the signal ratio, with a control signal flat, not every such curve was filed as active; inconclusive = small, poorly fitted or top-dose-only effect, or effect the other way, or a change in a side signal; inactive = no such curve, though single readings can be large or run the other way; the % refers to the signal ratio; also: potency is read from the fitted curve at half-maximal effect; % is scaled to controls: 0 for no effect and ±100 for the full control effect
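TR-FRET readout: Ex 340 nm, 665/545 nm emission ratio, normalized to buffer-only (basal) and MBNL1-(CUG)12 controls. Complex of MBNL1-His with Biotin-(CUG)12, compounds 92 nM–58 uM, incubated 60 min at room temperature.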
TSHR antag: blocks TSH signaling through the human TSH receptor; P16473; TSHR-expressing cells, TSH-stimulated cAMP HTRF, 2 h; stronger effect = lower value; activity change, negative = inhibition, % at 11.5 µM; actives 0.2% (n = 330,000);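 active = activity change below a set negative limit, meaning inhibition stronger than a set level, cut at about -70% in these data; inconclusive = activity change between two set negative limits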; also: % is scaled to controls: 0 for no effect and ±100 for the full control effect
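Freshly harvested TSHR cells receive pin-tooled compound, then EC80 TSH at 4nM final. After 2 hours at 37 deg C, antibody in lysis buffer and cAMP-d2 are added; 30 minutes at ambient temperature precede the HTRF read.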
A-T KAP1 phos: candidate therapy for ataxia-telangiectasia. […] A-T fibroblasts, KAP-1 phosphorylation AlphaLISA; neocarzinostatin DNA damage 30 min before lysis. Potency, µM (titrated, usually from 57.5 µM), for inactives: at the highest dose activation, usual class: activators. actives 0.19% (n = 320,000); also: potency is read from the fitted curve at half-maximal effect; % of control where 0% means no effect; nearly all actives have a fitted effect of over 45% in size
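ATM-like activity read as KAP-1 phosphorylation via AlphaLISA donor/acceptor antibody pairs after lysis and 6 hr at 25C. Cells were ATM-null patient fibroblasts ([…], hTERT), dosed 60 min, then exposed to the DSB inducer NCS for 30 min.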
TCR activator: T cell receptor activation; primary human leukocytes, anti-CD3, IL-2 HTRF, 48 h; Potency, µM (top dose mostly 9.22 µM), for inactives: at the top dose activation of IL-2 secretion, hits mostly activators; 330,000 tested, under 10 active; also: % of control where 0% means no effect
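1) Mix primary human leukocytes, a-CD3 beads and compound. 2) Incubate 48 hr. 3) Add HTRF IL-2 reagents (a-IL-2-K, a-IL-2-d2).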
Menin MLL FP TR: inhibitors of human menin-MLL interaction, mutant MLL peptide. Potency, µM (highest dose often 61.6 µM), without a hit: at the highest dose FP activity change, negative = inhibition, most hits filed as inhibitors. Menin + Texas Red MLL mutant peptide, fluorescence polarization. AID 1768. actives 0.23% (n = 270,000). O00255; active = well fitted inhibition curve with a large enough effect in the polarisation, with a control signal flat, not every such curve was filed as active; inconclusive = small, poorly fitted or top-dose-only effect, or effect the other way, or a change in a side signal; inactive = no such curve, though single readings can be large or run the other way; the % refers to the polarisation; also: potency is read from the fitted curve at half-maximal effect; % of control where 0% means no effect; many of its hits are not listed in these tables
Target sequence (O00255 whole entry, looked up): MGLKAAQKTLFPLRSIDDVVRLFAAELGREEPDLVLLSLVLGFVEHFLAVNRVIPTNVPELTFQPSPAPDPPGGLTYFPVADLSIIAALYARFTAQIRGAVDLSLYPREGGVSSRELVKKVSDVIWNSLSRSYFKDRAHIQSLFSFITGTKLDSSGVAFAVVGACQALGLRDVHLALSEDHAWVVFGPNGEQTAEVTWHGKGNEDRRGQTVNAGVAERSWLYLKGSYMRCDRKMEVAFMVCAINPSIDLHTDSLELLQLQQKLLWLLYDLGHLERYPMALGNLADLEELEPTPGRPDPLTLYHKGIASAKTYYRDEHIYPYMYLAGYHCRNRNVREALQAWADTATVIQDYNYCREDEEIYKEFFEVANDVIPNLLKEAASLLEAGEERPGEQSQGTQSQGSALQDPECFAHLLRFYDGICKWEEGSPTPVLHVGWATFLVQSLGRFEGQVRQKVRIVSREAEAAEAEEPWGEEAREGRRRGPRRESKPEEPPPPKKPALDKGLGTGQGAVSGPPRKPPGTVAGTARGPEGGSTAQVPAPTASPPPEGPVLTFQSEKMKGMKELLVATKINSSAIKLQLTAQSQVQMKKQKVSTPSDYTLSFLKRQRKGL
CXXC DNA block: blocks binding of human MLL CXXC domain to DNA. Q03164. AID 2662. actives 0.037% (n = 290,000). MLL-CXXC / FITC-HOXA9 DNA fluorescence polarization. Potency, µM (series often up to 115 µM), inactives show top-dose activity change, negative = inhibition, most hits filed as inhibitors; active = well fitted inhibition curve with a large enough effect in the polarisation, with a control signal flat, not every such curve was filed as active; inconclusive = small, poorly fitted or top-dose-only effect, or effect the other way, or a change in a side signal; inactive = no such curve, though single readings can be large or run the other way; the % refers to the polarisation; also: potency is read from the fitted curve at half-maximal effect
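Purified MLL-CXXC (added from a 7 uM solution) was preincubated 5 min at ambient with pinned compounds in 50 mM Tris-HCl pH 7.5, 50 mM NaCl, 1 mM DTT, 0.05% BSA. Fluorescein-labeled HOX-A9 DNA (50 nM solution) followed, 30 min, then polarization read.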
PTAP TSG101 blk: blocks PTAP/TSG101 interaction to inhibit HIV-1 budding. Q99816. Fluorescence polarization, FITC-PTAP peptide / Tsg101 binding. Potency, µM (titrated, usually from 115 µM), for the others: at the top dose activity change, negative = inhibition, actives largely listed as inhibitors. 340,000 tested, under 10 active; active = well fitted inhibition curve with a large enough effect in the main read-out, with a control signal flat, not every such curve was filed as active; inconclusive = small, poorly fitted or top-dose-only effect, or effect the other way, or a change in a side signal; inactive = no such curve, though single readings can be large or run the other way; also: potency is read from the fitted curve at half-maximal effect; % of control where 0% means no effect
Target sequence (Q99816 whole entry, looked up): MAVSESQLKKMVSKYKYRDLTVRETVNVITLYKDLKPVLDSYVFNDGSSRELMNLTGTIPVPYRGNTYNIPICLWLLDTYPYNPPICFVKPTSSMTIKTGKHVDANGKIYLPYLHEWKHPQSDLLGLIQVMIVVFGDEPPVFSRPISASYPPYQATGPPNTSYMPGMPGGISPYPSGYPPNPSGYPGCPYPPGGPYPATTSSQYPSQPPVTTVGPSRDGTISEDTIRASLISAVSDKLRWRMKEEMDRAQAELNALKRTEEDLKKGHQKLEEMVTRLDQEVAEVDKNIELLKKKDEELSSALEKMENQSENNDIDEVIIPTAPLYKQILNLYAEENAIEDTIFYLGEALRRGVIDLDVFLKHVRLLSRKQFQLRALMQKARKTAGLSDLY
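Compounds were pin-transferred onto Tsg101 binding domain (10 uM final) in HEPES pH 7.5 buffer, then FITC-PTAP peptide was added at 50 nM final. After 20 min at RT, polarization reported peptide displacement across a qHTS concentration series.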
a7 integrin act: activates integrin-mediated alleviation for muscular dystrophy; actives 0.064% (n = 350,000); AID 624291; Potency, µM (series often up to 38.3 µM), for inactives: at the highest dose activation, usual class: activators; alpha7betagal myoblasts, beta-gal FDG fluorescence, 48 h;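 also: potency is read from the fitted curve at half-maximal effect; 100% = response of the positive control SU9516; nearly all actives have a fitted effect of over 60% in size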
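alpha7betagal+/- myoblasts (passage 13, 250/well) treated 48 h at 37C with compounds at 1:260 dilution of DMSO stock. Lysed, then beta-galactosidase activity read as FDG fluorescence (ex 480/em 540) after 30 min, with pre-read for autofluorescence.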
Mito fusion act: mitochondrial division inhibition or fusion activation | S. cerevisiae fusion-defective mutant growth rescue, CellTiterGlo 48 h | Potency, µM (titrated, usually from 46.1 µM), for the others: at the highest dose growth rescue (activation), hits mostly activators | actives 0.23% (n = 320,000);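 also: potency is read from the fitted curve at half-maximal effect; % of control where 0% means no effect; nearly all actives have a fitted effect of over 45% in size; temperature-sensitive fusion mutants such as fzo1-1 at 37 °C on non-fermentable ethanol glycerol medium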
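Compounds are tested for their ability to restore growth of mitochondrial fusion-defective yeast strains at non-permissive 37C in YPEG medium over 48 hours. Viability is quantified by luciferase luminescence.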
ASM inhibitor: blocks human secretory acid sphingomyelinase | Potency, µM (highest dose often 57.5 µM), without a hit: at the top dose activity change, negative = inhibition, actives largely listed as inhibitors | actives 0.006% (n = 340,000) | placental ASM, HMU-PC fluorogenic substrate, 60 min | P17405; also: potency is read from the fitted curve at half-maximal effect
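Steps: dispense placental human ASM, pin compound, wait 10 min at room temperature, add HMU-PC0 substrate at 9 uM final, incubate 60 min at 37 °C, add stop solution raising pH to 10, read fluorescence.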
Active calls of the source: *; u = inconclusive; x = not tested or not shown; [ ] = another dose, or the depositor's remark. Unless noted, calls follow the shape of the dose curve; as a rule, active = well fitted curve in the direction sought with a large enough effect; inconclusive = small, poorly fitted or top-dose-only effect, or another doubt; inactive = no such curve, though single readings can be large; an effect the other way counts as inactive or inconclusive. These rows are one share of the data, so the mix of outcomes need not match the whole.

SMILES	MBNL1-CUG inh	TSHR antag	A-T KAP1 phos	TCR activator	Menin MLL FP TR	CXXC DNA block	PTAP TSG101 blk	a7 integrin act	Mito fusion act	ASM inhibitor
COc1cccc(CN(C)CC(=O)NCc2ccccc2Cl)c1OC	0%	-1	9%	3%	u	-1%	-3%	-429%[inhibitor]	-14%	5%
Cc1oc(C(C)(C)C)cc1C(=O)Nc1ccc2c(c1)OCO2	x	-7	2%	-5%	x	13%	-1%	u	-6%	-2%
Cn1cc(SCC(=O)NC2CCCC2)c2ccccc21	1%	-1	-2%	-1%	-14%	2%	1%	-13%	-1%	-1%
CN(C(=S)NC1CCCCC1)C1(c2ccccc2Cl)CCCCC1=O (stereo not drawn)	18%	-24	3%	-7%[46.1 µM]	8%	u	-6%	23%	20µM*	-6%
CCCCN(CCCC)C(=O)c1sc2nc(N3CCOCC3)c3c(c2c1N)CCCC3	-9%	-6	-31%	-5%	x	-7%	-2%	8%	-2%	x
COc1c(Cl)cccc1-c1cn2ccc(C)cc2n1	-10%	3	32%	0%	x	4%	-5%	2%	-1%	-3%
O=C1Nc2ccc(F)cc2C12Nc1ccccc1-c1nnc(SCc3ccccc3Cl)nc1O2 (stereo not drawn)	u	-6	-5%	2%	u	4%	0%	-3%	0%	-10%
CN1CCN(C(=O)c2cccc(S(=O)(=O)N3CCCC3)c2)CC1	x	11	9%	-3%	x	x	-6%	-6%	-6%	2%
CCNC(=O)NC(=O)C(C)OC(=O)c1oc2ccccc2c1CSC1CCCCC1 (stereo not drawn)	-10%	9	x	4%[46.1 µM]	-9%	-11%	-2%	-7%	6%	-2%
Fc1ccccc1NC(=S)N1CCOCC1	3%	-1	-9%	-3%	7%	u	-11%	-11%	6%	5%
O=c1c(Br)c(Br)cnn1-c1ccccc1	325%[activator]	-5	-2%	5%	1%	3%	0%	-73%[inhibitor]	-10%	1%
CCC(NC(=O)c1ccccc1NC(=O)c1ccccc1)C(=O)NNC(=O)c1cccnc1 (stereo not drawn)	x	8	-6%	4%	x	34%[activator]	-2%	-2%	2%	4%
C=C(C)C1CC=C(C)/C(=N/NC(=O)COc2cccc(C)c2)C1 (stereo not drawn)	u	-4	x	-5%[46.1 µM]	-2%	10%	-2%	0%	14%	2%
CC1(C(=O)Nc2nc3ccc(S(C)(=O)=O)cc3s2)CC1(Cl)Cl (stereo not drawn)	x	x	x	7%	x	x	-5%	41%	x	8%
O=C(NC1(C(F)(F)F)NC(=O)N(c2ccc(F)cc2)C1=O)c1cccs1 (stereo not drawn)	-4%	0	5%	6%[46.1 µM]	-6%	6%	-1%	-4%	1%	-1%
CSc1nc(C)cc(C)c1C(N)=O	5%	13	-4%	-3%[46.1 µM]	10%	-14%	-7%	12%	1%	6%
O=C(COC(=O)C1COc2ccccc2O1)NC(=O)NC1CCCCC1 (stereo not drawn)	-2%	-7	0%	4%	5%	2%	-7%	-2%	3%	-1%
Cc1ccc(S(=O)(=O)Nc2c(C)cc([N+](=O)[O-])cc2C)cc1	x	x	x	1%	x	x	0%	4%	x	-12%
CCN(CC)S(=O)(=O)c1ccc(N(C)C)c(NC(=O)CC(NC(C)=O)c2ccccc2)c1 (stereo not drawn)	-14%	2	2%	-2%	6%	6%	0%	-25%	-4%	3%
O=C(NCCCN1CCCC1=O)c1cc(NS(=O)(=O)c2ccc(F)cc2)cc(NS(=O)(=O)c2ccc(F)cc2)c1	-2%	9	-1%	1%	0%	10%	-6%	10%	-6%	-3%
Cc1ccc(NC(=O)CN2C(=O)NC(Cc3ccccc3)C2=O)c(Br)c1 (stereo not drawn)	1%	-8	-4%	1%	u	5%	-2%	-8%	14%	-1%
Cc1csc(C(=O)O)c1-c1c(C)csc1C(=O)O	-1%	5	2%	-4%[46.1 µM]	-21%	10%	-2%	20%	-1%	0%
O=C(c1cc2ccccc2oc1=O)N1CCN(c2ccc(N3CCOCC3)nn2)CC1	29%	-2	-15%	7%	1%	1%	0%	26%	-1%	12%
O=S(=O)(c1ccccc1)c1nc(NCc2ccccc2)sc1Cl	-9%	-19	18%	2%[46.1 µM]	3%	18%	-5%	-9%	u	u
CCCCC(CCC(=O)Nc1ccc(C(=O)OCC)cc1)C(=O)O (stereo not drawn)	-10%	-12	-5%	-6%[46.1 µM]	-7%	-14%	-2%	u	3%	4%
Carrying on:
SMILES	MBNL1-CUG inh	TSHR antag	A-T KAP1 phos	TCR activator	Menin MLL FP TR	CXXC DNA block	PTAP TSG101 blk	a7 integrin act	Mito fusion act	ASM inhibitor
COc1ccc(NC(=O)c2ccc(-n3cccn3)c([N+](=O)[O-])c2)cc1	u	-3	-4%	8%	u	2%	-1%	27%	-3%	0%
CCOC(=O)C1=C(Nc2ccccc2)OCC1=O	4%	1	-3%	3%	2%	-5%	-7%	3%	-12%	1%
Cc1ccc(NC(=O)COC(=O)[C@H](C)NC(N)=O)c(C)c1	-1%	1	-3%	-5%	6%	3%	-1%	u	-3%	0%
C[C@H](CO)N1C[C@H](C)[C@@H](CN(C)Cc2ccc(-c3ccccc3)cc2)Oc2c(NC(=O)c3ccncc3)cccc2C1=O	x	-14	3%	8%	x	x	-6%	-22%	x	-3%
O=C(c1cc2nc(-c3cccs3)cc(C(F)(F)Cl)n2n1)N1CCCc2ccccc21	-12%	0	-11%	7%	11%	1%	-9%	0%	5%	11%
C=CC(=O)Nc1cccc(Oc2ncnc3[nH]cc(-c4cnc5ccccc5c4)c23)c1	x	13	-7%	3%	x	x	-6%	10%	x	-9%
Cc1ccc(C)c(NC(=O)CSc2nnc(-c3ccncc3)o2)c1	-8%	-3	-35%	4%	x	-17%	-2%	8%	-1%	3%
O=C(Nc1ccc(Cl)cn1)c1cccc(S(=O)(=O)N2CCCC2)c1	-7%	20	7%	-5%	-7%	13%	-1%	-15%	-39%[inhibitor]	3%
CCc1nnc(NC(=O)CN2CCCC(C)C2)s1 (stereo not drawn)	1%	-10	-1%	x	-10%	-1%	0%	-4%	1%	1%
COc1ccc(/C=C/C2=CC(C)(C)NC(=S)N2)c(OC)c1	u	-3	1%	3%	-21%	-11%	-5%	-64%[inhibitor]	-7%	-1%
Cc1cccc(NC(=O)CSc2nnc(CCNC(=O)OC(C)(C)C)o2)c1C	1%	-9	-11%	-6%	x	-1%	-1%	-18%	-4%	3%
Cc1ccc(C(=O)N2CCN(S(=O)(=O)c3ccc(C(C)C)cc3)CC2)s1	x	-7	-4%	-2%	x	x	-2%	-10%	16%	x
Cc1cc(C)c(S(=O)(=O)NC(C)C)c(C)c1-n1cnnn1	-7%	-1	4%	-4%	1%	-18%	-2%	-1%	3%	5%
COc1ccc(CNC(=O)CN2C(=O)COc3ccc(S(=O)(=O)N4CCC(C)CC4)cc32)cc1	0%	-11	4%	8%	2%	1%	-6%	-11%	18%	-2%
O=C(Nc1ccccc1O)c1ccc(NC(=O)C2CC2)cc1	-3%	-3	10%	3%	0%	u	0%	3%	1%	-6%
CC(=O)Nc1ccc(NC(=O)c2cccc3ccccc23)cc1	-4%	18	0%	x	-14%	7%	-2%	21%	0%	0%
Cc1cccc(NC(=S)NC23CN4CN(CN(C4)C2)C3)c1	-1%	11	-1%	-8%	-13%	3%	-7%	-2%	-4%	-1%
Cc1cccc(NCc2ccc(O)c3ncccc23)c1	12%	1	0%	2%	8%	144%[activator]	-8%	-5%	2%	1%
CCS(=O)(=O)Nc1ccc(C2=NN(S(C)(=O)=O)C(c3cccs3)C2)cc1 (stereo not drawn)	u	-4	7%	-2%	3%	-3%	-1%	0%	8%	10%
COc1ccccc1NC(=S)N(CCc1nc2cc(C)c(C)cc2[nH]1)Cc1cccnc1	-6%	4	-12%	x	x	-12%	-6%	3%	-1%	0%
O=C(NC1CCCC1)c1ccc(CS(=O)Cc2ccccc2Cl)o1 (stereo not drawn)	-1%	11	3%	4%	x	-7%	1%	-5%	-2%	2%
CCOc1cc(/C=C2\N=C(SCC)SC2=O)cc([N+](=O)[O-])c1OC(C)=O	u	-39	-2%	7%	u	u	-10%	19%	4%	u

High-throughput results: PubChem BioAssay, National Center for Advancing Translational Sciences (NCATS)
